Assay outcomes as filed in PubChem.
PAFAH1B3 inh = PAFAH1B3 enzyme inhibitors, primary screen, biochemical, fluorescence polarization, human; recombinant PAFAH1B3, FP-rhodamine probe; Platelet-activating factor acetylhydrolase IB subunit alpha1 (Homo sapiens), Q15102; inhibition, % at 3.39 µM; hit rate 0.28% among 340,000;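 active = inhibition above the screen-wide average of all tested compounds plus 3 SD, cut at about 25% in these data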;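 also: 0% = enzyme with DMSO only and 100% = wells lacking PAFAH1B3 protein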
ZTA DNA inh = counter-screen for EBNA-1 inhibitors: inhibitors of Epstein-Barr virus ZTA; ZTA-DNA binding, fluorescence polarization; inhibition, % at 11 µM; AID 2234; hit rate 0.15% among 320,000; in the data active = inhibition above about 33%
LYPLA1 counter = LYPLA1 inhibitors, primary screen, counter-screen for PME1 inhibitor project, biochemical, fluorescence polarization, FP-Rh probe ABPP; recombinant LYPLA1; AID 2174, 2009; hit rate 0.16% among 320,000; inhibition, % at 5.9 µM; Acyl-protein thioesterase 1 (Homo sapiens), O75608;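 active = inhibition above the mean of all tested compounds plus 3 SD, set per campaign, cut at about 14% in these data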;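 also: inhibitors block serine hydrolase probe labeling of LYPLA1 so polarization falls; 0% = enzyme with DMSO and 100% = wells lacking LYPLA1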
PREPL inh = PREPL enzyme inhibitors, primary screen, biochemical, fluorescence polarization; inhibition, % at 5.96 µM; recombinant PREPL, fluorescence polarization activity-based probe; AID 2751, 2010; hit rate 0.68% among 320,000; Prolyl endopeptidase-like (Homo sapiens), Q4J6C6; in the data active = inhibition above about 43%;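 also: 0% = enzyme with DMSO and 100% = wells lacking enzyme; many of its hits are not listed in these tables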
PAD4 FP inh = human PAD4 inhibitors, primary screen, biochemical, fluorescence polarization, 1536-well format; inhibition, % at 6.36 µM; AID 485272, 2010; Protein-arginine deiminase type-4 (Homo sapiens), Q9UM07; recombinant PAD4, RCA probe fluorescence polarization; hit rate 0.41% among 330,000;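 active = percent inhibition above a cutoff equal to the mean of all tested compounds plus 3 SD, cut at about 15% in these data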;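 also: 0% = PAD4 with RCA probe and DMSO and 100% = probe without PAD4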
Target sequence (Q9UM07 whole entry, looked up): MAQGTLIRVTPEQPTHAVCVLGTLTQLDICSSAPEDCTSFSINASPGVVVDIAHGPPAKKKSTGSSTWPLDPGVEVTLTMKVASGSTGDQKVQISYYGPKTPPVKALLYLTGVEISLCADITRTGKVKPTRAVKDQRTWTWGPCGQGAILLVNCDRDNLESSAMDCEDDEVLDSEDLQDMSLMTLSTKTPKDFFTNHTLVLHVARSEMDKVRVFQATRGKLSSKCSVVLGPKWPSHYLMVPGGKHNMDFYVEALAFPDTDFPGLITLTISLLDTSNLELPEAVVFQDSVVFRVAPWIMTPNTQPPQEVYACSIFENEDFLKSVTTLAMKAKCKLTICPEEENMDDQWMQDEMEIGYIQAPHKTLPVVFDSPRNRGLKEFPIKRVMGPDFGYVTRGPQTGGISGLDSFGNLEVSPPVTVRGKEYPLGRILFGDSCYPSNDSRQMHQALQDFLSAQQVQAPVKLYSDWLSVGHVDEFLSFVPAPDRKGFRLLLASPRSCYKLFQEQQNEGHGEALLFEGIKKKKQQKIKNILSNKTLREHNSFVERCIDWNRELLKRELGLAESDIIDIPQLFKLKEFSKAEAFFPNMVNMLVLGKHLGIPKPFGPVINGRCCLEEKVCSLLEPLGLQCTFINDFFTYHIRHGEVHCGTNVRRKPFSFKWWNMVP
PAFAH2 FP inh = PAFAH2 enzyme inhibitors, primary screen, biochemical, fluorescence polarization, human; Platelet-activating factor acetylhydrolase 2, cytoplasmic (Homo sapiens), Q99487; inhibition, % at 3.39 µM; hit rate 0.99% among 340,000; recombinant PAFAH2, FP-rhodamine activity probe;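 active = inhibition above the mean over all tested compounds plus 3 SD, cut at about 30% in these data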;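 also: inhibitors block probe labeling of enzyme so polarization drops; 0% = enzyme with DMSO and 100% = wells lacking PAFAH2 protein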
GSTO1 counter = inhibitors of recombinant GSTO1, primary screen, counter-screen for RBBP9 inhibitor project, biochemical, fluorescence polarization | activity-based probe fluorescence polarization | inhibition, % at 5.96 µM | hit rate 1.1% among 300,000 | AID 1974, 2009 | Glutathione S-transferase omega-1 (Homo sapiens), P78417;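 active = inhibition above the campaign mean inhibition plus 3 SD, cut at about 35% in these data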;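 also: 0% = GSTO1-1 with DMSO and 100% = wells lacking GSTO1-1 enzyme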
Target sequence (P78417 whole entry, looked up): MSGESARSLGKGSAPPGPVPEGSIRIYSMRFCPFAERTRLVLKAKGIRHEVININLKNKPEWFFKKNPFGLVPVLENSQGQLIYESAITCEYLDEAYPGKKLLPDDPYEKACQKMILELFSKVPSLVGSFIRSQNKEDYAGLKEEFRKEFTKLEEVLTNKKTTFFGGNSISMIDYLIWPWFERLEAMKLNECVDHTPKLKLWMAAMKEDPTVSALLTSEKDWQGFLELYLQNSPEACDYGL
LYPLA2 counter = LYPLA2 inhibitors, primary screen, counter-screen for PME1 inhibitor project, biochemical, fluorescence polarization, FP-Rh probe ABPP. Acyl-protein thioesterase 2 (Homo sapiens), O95372. recombinant LYPLA2. inhibition, % at 5.9 µM. hit rate 0.38% among 320,000;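 active = inhibition above the screen-wide mean plus 3 SD, limit set per campaign, cut at about 26% in these data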;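 also: 0% = LYPLA2 with DMSO and 100% = wells lacking LYPLA2 enzyme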
EBNA-1 inh = EBNA-1 DNA-binding inhibitors, primary screen, biochemical, fluorescence polarization; hit rate 0.34% among 300,000; inhibition, % at 14.8 µM; in the data active = inhibition above about 28%
* hit, by the source's call; . = not tested or not shown. An excerpt; count on the stated rates, not on these rows.

structure	PAFAH1B3 inh	ZTA DNA inh	LYPLA1 counter	PREPL inh	PAD4 FP inh	PAFAH2 FP inh	GSTO1 counter	LYPLA2 counter	EBNA-1 inh
CC1CCN(CCCNC(=O)c2cn(C)c3ccc(S(=O)(=O)N4CCCC4)cc3c2=O)CC1	3	14	0	1	-2	-1	9	3	-3
Cn1c(N)c(C(=O)CSc2nc(C3CC3)n(-c3ccccc3)n2)c(=O)n(C)c1=O	6	-2	1	17	-1	7	.	3	.
CCN(CC)CCCNC(=O)c1csc(Nc2cccc3ccccc23)n1	0	-18	2	1	0	-1	2	3	-7
O=C(NCCCc1ccccc1)C(=O)NCC1OCCN1S(=O)(=O)c1cc(F)ccc1F (stereo unspecified)	1	3	4	-10	-4	-3	1	-3	4
Cc1ccccc1NC(=O)Cn1nc(-c2ccc(Cl)s2)ccc1=O	4	-2	-2	-9	-1	-1	-5	-4	-16
COc1cc(OC)cc(C(=O)Nc2ccccc2C(=O)NC2CC2)c1	8	4	-5	13	-8	3	.	-2	.
Cc1ccc(N2C(=O)CC(N3CCN/C3=C3\CC/C(=C\c4ccccc4)C3=O)C2=O)cc1 (stereo unspecified)	-3	-8	-3	32	1	5	10	1	-5
Cc1ccc2nc(C)c(C(=O)N/N=C/c3ccco3)cc2c1	11	22	-3	-1	-3	7	2	3	6
COc1ccc(NC(=O)CCNS(=O)(=O)c2ccc3c(c2)CC(C)N3C(C)=O)cc1 (stereo unspecified)	-1	-7	-9	7	0	7	-14	-6	-27
O=C(Oc1ccccc1N1C(=O)C2CCCCC2C1=O)c1ccccc1F (stereo unspecified)	0	12	1	-3	1	6	1	1	-4

By substructure: the compounds so far with fluorine
structure	PAFAH1B3 inh	ZTA DNA inh	LYPLA1 counter	PREPL inh	PAD4 FP inh	PAFAH2 FP inh	GSTO1 counter	LYPLA2 counter	EBNA-1 inh
O=C(NCCCc1ccccc1)C(=O)NCC1OCCN1S(=O)(=O)c1cc(F)ccc1F (stereo unspecified)	1	3	4	-10	-4	-3	1	-3	4
O=C(Oc1ccccc1N1C(=O)C2CCCCC2C1=O)c1ccccc1F (stereo unspecified)	0	12	1	-3	1	6	1	1	-4

Later entries
structure	PAFAH1B3 inh	ZTA DNA inh	LYPLA1 counter	PREPL inh	PAD4 FP inh	PAFAH2 FP inh	GSTO1 counter	LYPLA2 counter	EBNA-1 inh
COc1ccc(N2CCN(C(=O)COC(=O)c3oc4ccccc4c3C)CC2)cc1	4	-1	4	27	-7	-1	.	13	.
O=[N+]([O-])c1cccc(C(=Nc2ccccc2)NO)c1	-3	12	2	1	-2	-5	-1	-4	4
CN(C)c1ccc(/C=C/C(=O)c2ccccc2O)cc1	-7	-8	-5	7	-9	-9	-8	-9	-9
CC1CC(C)CN(C(=O)c2nn(C)c3c2CSc2ccccc2-3)C1 (stereo unspecified)	0	8	-2	3	-2	3	-2	13	15
Cc1nc(NC(=O)CN2CCCCC2)sc1C(=O)N(C)C	-8	-3	-1	23	-4	-3	-2	-3	-4
CCN(C(=O)COC(=O)c1ccccc1Nc1cccc(C)c1C)C1CCS(=O)(=O)C1 (stereo unspecified)	-5	0	1	-1	0	2	-7	8	-6
Cc1cc(C)n(C(=O)CCC(=O)NCc2ccccc2)n1	2	-5	3	-17	3	-5	1	9	-6
COc1cc(OC)cc(C(=O)Nc2cccc3c2CCCC3)c1	8	-7	-3	24	-6	-3	8	-7	-9
O=C(Nc1cccc(S(=O)(=O)N2CCCCC2)c1)C1CCCC1	4	0	4	9	-1	14	.	12	.
Cc1ccc(S(=O)(=O)NCC(=O)OCC(=O)Nc2ccccc2OC(F)F)cc1	1	17	1	5	3	9	2	2	5

Part of the list above, reformatted.
> O=[N+]([O-])c1cccc(C(=Nc2ccccc2)NO)c1
  PAFAH1B3 inh: -3 | ZTA DNA inh: 12 | LYPLA1 counter: 2 | PREPL inh: 1 | PAD4 FP inh: -2 | PAFAH2 FP inh: -5 | GSTO1 counter: -1 | LYPLA2 counter: -4 | EBNA-1 inh: 4

> CN(C)c1ccc(/C=C/C(=O)c2ccccc2O)cc1
  PAFAH1B3 inh: -7 | ZTA DNA inh: -8 | LYPLA1 counter: -5 | PREPL inh: 7 | PAD4 FP inh: -9 | PAFAH2 FP inh: -9 | GSTO1 counter: -8 | LYPLA2 counter: -9 | EBNA-1 inh: -9

> Cc1nc(NC(=O)CN2CCCCC2)sc1C(=O)N(C)C
  PAFAH1B3 inh: -8 | ZTA DNA inh: -3 | LYPLA1 counter: -1 | PREPL inh: 23 | PAD4 FP inh: -4 | PAFAH2 FP inh: -3 | GSTO1 counter: -2 | LYPLA2 counter: -3 | EBNA-1 inh: -4

The list continues.
structure	PAFAH1B3 inh	ZTA DNA inh	LYPLA1 counter	PREPL inh	PAD4 FP inh	PAFAH2 FP inh	GSTO1 counter	LYPLA2 counter	EBNA-1 inh
CC(=O)Oc1ccc2c(=O)c(-c3ccccc3)coc2c1	4	-3	3	3	-1	2	4	1	-3
Cc1c(CCC(=O)O)c(=O)oc2cc3occ(-c4ccc(Cl)cc4)c3cc12	3	9	-6	-26	-2	2	-33	-3	1
O=C(Nc1cccc(C(F)(F)F)c1)C(Sc1cccc[n+]1[O-])c1ccccc1 (stereo unspecified)	-6	-12	-13	-7	0	-3	-2	-12	-18
O=C(CN1CCCC1)Nc1ccccc1C(=O)c1ccccc1	-2	4	1	10	-2	4	12	4	8
COc1ccc(CNC(=O)C(C)N2C(=O)COc3ccc(C)cc32)c(OC)c1 (stereo unspecified)	6	-2	-3	7	0	8	1	-2	-7
OCc1ccc(-c2nn(Cc3ccccc3)c3ccccc23)o1	9	-9	2	0	-1	0	0	7	1
Cc1ccc(C(=O)CSc2nnc(-c3ccccc3N)n2C)cc1C	3	-6	-1	13	-2	6	22	0	-1
O=C(OCc1ccccn1)c1ccc(COc2ccc3ccccc3c2)o1	1	13	-5	-29	3	-2	2	-1	-9
O=C1CN(C(=O)CSc2nnc(C3CC3)n2-c2ccccc2)c2ccccc2N1	3	10	-3	1	1	-3	-4	1	0
CCOc1nc(NC(=O)NS(=O)(=O)Oc2ccccc2Cl)nc(-c2ccccc2)n1	4	-8	2	11	-3	3	2	6	3
Cc1cccc(OCC(=O)Nc2ccc(S(=O)(=O)Nc3ccccn3)cc2)c1	3	4	1	-9	-6	-2	-2	2	1
Cc1oc2c(c1C(=O)Nc1cccc3ccccc13)CCCC2	-2	3	-3	13	-4	1	-5	5	2
COCc1cc(CN2CCCC(C(=O)Nc3ccc(-c4ccco4)cc3)C2)ccc1OC (stereo unspecified)	3	9	-8	0	-1	-2	-1	-2	-6
O=C(CCC(=O)N1CCCCCC1)Nc1ccc([N+](=O)[O-])cc1	2	-13	1	20	-1	1	1	1	-6
O=c1[nH]c2c(s1)C(c1cccnc1)C1C3CCC(C3)C1S2 (stereo unspecified)	10	-4	2	13	3	1	-11	3	0
O=C(N/N=C/c1cccc2ccccc12)c1ccc(CN2CCOCC2)cc1	15	7	-3	9	-1	7	-11	4	0
CCOc1ccc(-c2nnc(SCC(=O)N3CCCC3)o2)cc1	4	11	-1	7	4	3	8	5	8
Cc1ccc(S(=O)(=O)N(C)C)cc1NC(=O)COC(=O)CNC(=O)C12CC3CC(CC(C3)C1)C2	3	9	-1	3	0	-2	-2	2	0
C=CCn1c(O)c(N=NC(=S)Nc2ccccc2F)c2cc(S(=O)(=O)N3CCOCC3)ccc21	11	-8	-7	8	-7	4	32	-6	-3
CC(=O)Nc1ccc(S(=O)(=O)N2CCC(C(=O)Nc3nccs3)CC2)cc1	6	-1	4	1	3	0	-5	1	-8
Cc1ccc(N(C(C)C(=O)O)S(=O)(=O)c2c(C)[nH]c(=O)[nH]c2=O)cc1 (stereo unspecified)	-1	-16	-1	5	-4	4	-7	2	5
CCOc1ccc(NC(=O)CCSc2ccc3ccccc3n2)cc1	3	11	-2	-4	-6	4	1	4	2
Cc1cc(NC(=O)c2c(-c3c(Cl)cccc3Cl)noc2C)n(C)n1	6	-7	5	1	-2	-2	1	6	2
NNC(=S)NCc1cccnc1	10	5	0	-10	4	-7	-2	-2	8
COCCCNc1ncnc2nc[nH]c12	0	-4	1	3	1	1	5	-6	3
Cc1ccc(CNc2cnccn2)s1	14	22	-1	-3	0	-3	-10	-3	20
CC1CCCCN1C(=O)c1ccc(OC2CCN(S(=O)(=O)N(C)C)CC2)cc1 (stereo unspecified)	6	3	2	4	0	4	1	8	3
O=C(Nc1ccc(Cl)cc1)N1CCC(c2ccccc2)C1 (stereo unspecified)	-2	-10	2	14	1	1	7	2	8
CC(C)NC(=O)c1c(O)c2cccc3c2n(c1=O)CCC3	10	-21	-1	-1	1	-4	5	7	-8
COc1ccc(C(=O)CC(=O)C(=O)Nc2cc(OC)c(OC)c(OC)c2)cc1	-1	-8	0	-2	0	1	9	3	5

Grouped by structure: those above with a nitro group on carbon.
structure	PAFAH1B3 inh	ZTA DNA inh	LYPLA1 counter	PREPL inh	PAD4 FP inh	PAFAH2 FP inh	GSTO1 counter	LYPLA2 counter	EBNA-1 inh
O=[N+]([O-])c1cccc(C(=Nc2ccccc2)NO)c1	-3	12	2	1	-2	-5	-1	-4	4
O=C(CCC(=O)N1CCCCCC1)Nc1ccc([N+](=O)[O-])cc1	2	-13	1	20	-1	1	1	1	-6

Next entries follow.
structure	PAFAH1B3 inh	ZTA DNA inh	LYPLA1 counter	PREPL inh	PAD4 FP inh	PAFAH2 FP inh	GSTO1 counter	LYPLA2 counter	EBNA-1 inh
COCC(C)n1c(SCc2nc(N)nc(Nc3ccccc3C)n2)nc2ccccc2c1=O (stereo unspecified)	3	12	-1	5	6	-2	2	2	-6
COC(=O)c1ccc(N2CCN(c3ccccc3)CC2)c(N)c1	4	-8	0	19	0	0	4	12	9
CN(C)c1ncc(S(=O)(=O)c2ccccc2)c(=O)[nH]1	1	11	0	0	-1	0	3	-5	1
CS(=O)(=O)N1CCCC(C(=O)Nc2ccc(F)cc2)C1 (stereo unspecified)	2	6	-4	-1	0	0	-2	-4	4
